# Screens: PubChem BioAssay, Broad Institute
# RAD54 branch: blocks human RAD54 Holliday junction branch migration; FAM/BHQ fluorescence; Q92698; inhibition, % at 10.4 µM; AID 602329; hit rate 0.14% among 360,000;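 active = mean normalized replicate activity at least 40 and at least half of replicates scoring 40 or more; inconclusive = only one of the two criteria met; inactive = mean below 40 and under half of replicates reaching 40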;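 also: 0% = median of neutral control wells and 100% = median of positive control wells; inhibitors cause a drop in the FAM fluorescence signal; in these data hits start at about 50%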
# esBAF inh: SWI/SNF esBAF complex inhibition; mouse ES cells, Bmi1-luciferase knock-in reporter, 24 h; 100% = twice the neutral-well signal; reporter increase, % at 12.5 µM; hit rate 2% among 350,000; AID 602393; in the data active = activation above about 40%; inconclusive = no clear call, values can overlap the other calls;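 also: 0% = median of the plate's neutral control wells and 100% = double that signal; a rise in the Bmi1 reporter signal indicates esBAF inhibition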
# XiGFP reactiv: X-chromosome reactivation activator | XiGFP mouse fibroblasts, % GFP-positive cells imaging, 3 d; cells co-treated with 5-aza-dC sensitizer; scaled so ellipticine positive control = 100% | activation, % at 7.58 µM | hit rate 0.055% among 360,000;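 active = mean normalized replicate activation at least 10% and every replicate at or above 10%; inconclusive = only one of the two criteria met; inactive = mean below 10% and not all replicates reach 10%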;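 also: 0% = median of on-plate neutral control wells and 100% = ellipticine 6 µM median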
#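 System: 68-5-11 XiGFP fibroblast line; Timing: 3 days compound exposure; Compound dosing: one concentration, pinned; Benchmarks: positive control ellipticine, 6 µM final; Buffer or medium: DMEM containing 5-aza-dC.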
# ERAP1 HTS inh: inhibitors of human ERAP1 aminopeptidase; recombinant ERAP1, Leu-AMC fluorescence, 60 min; inhibition, % at 10.7 µM; hit rate 0.15% among 340,000; AID 652197;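 active = mean replicate inhibition of at least 30%, or all replicates individually reaching that 30% level; inactive = mean below 30% and not every replicate reaching it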;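 also: 0% = neutral control wells and 100% = L-leucinethiol positive control wells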
# ERp5 block: blocks human ERp5 reductase activity on insulin; Q15084; ERp5 insulin aggregation, absorbance 650 nm, 90 min; inhibition, % at 9.99 µM; hit rate 0.05% among 350,000; AID 651711;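 active = mean replicate inhibition above about 25%, with every replicate also reaching it, limit read from the data, passing the limit was not always enough; inconclusive = only one of those two criteria met; inactive = neither criterion met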
# Target sequence (Q15084 whole entry, looked up): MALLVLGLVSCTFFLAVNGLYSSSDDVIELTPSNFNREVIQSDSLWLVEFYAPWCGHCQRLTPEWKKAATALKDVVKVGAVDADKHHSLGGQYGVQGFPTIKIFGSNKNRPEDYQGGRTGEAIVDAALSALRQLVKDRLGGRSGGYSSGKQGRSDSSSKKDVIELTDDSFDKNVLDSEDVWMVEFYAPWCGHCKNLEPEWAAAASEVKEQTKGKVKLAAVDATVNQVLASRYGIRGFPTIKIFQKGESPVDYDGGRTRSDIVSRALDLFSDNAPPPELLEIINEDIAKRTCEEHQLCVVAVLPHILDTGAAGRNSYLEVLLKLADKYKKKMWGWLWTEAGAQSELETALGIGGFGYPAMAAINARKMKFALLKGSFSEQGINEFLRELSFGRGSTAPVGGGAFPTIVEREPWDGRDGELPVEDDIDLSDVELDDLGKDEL
# E-selectin induc: E-selectin induction on HUVECs; HUVEC E-selectin immunofluorescence imaging; normalized: neutral wells 0, TNF-alpha wells 100; activation, % at 7.58 µM; hit rate 0.37% among 260,000; P16581; AID 686992;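 active = mean E-selectin-positive cell signal at least 10% of the positive control, reached in at least 60% of replicates, without over 20% cell loss; inconclusive = no rule given, readout overlaps actives, possibly toxicity-flagged; inactive = the rest, including those meeting only one limit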;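 also: in these data hits start at about 27%; measured in HUVEC primary endothelial cells; signal is the percent of cells scored E-selectin positive by PE staining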
#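 Read-out basis: % PE-positive cells; Test system: HUVEC primary endothelial cells; Technique: immunofluorescence imaging; Dosing: single-point compound dose.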
# S100A4 inh HTS: inhibitors of human S100A4 binding to myosin IIA peptide; inhibition, % at 10.7 µM; P26447; AID 652163; hit rate 0.14% among 360,000; S100A4/TAMRA-MyoIIA peptide fluorescence polarization;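 active = mean inhibition of at least 70% across replicates, with every replicate also reaching that level; inconclusive = mean inhibition reaches 70% but some replicates fall short; inactive = mean inhibition below 70%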
# Target sequence (P26447 whole entry, looked up): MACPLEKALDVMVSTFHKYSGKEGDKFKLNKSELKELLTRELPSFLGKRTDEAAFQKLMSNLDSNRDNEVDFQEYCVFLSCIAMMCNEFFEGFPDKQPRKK
#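 Test system – S100A4 monomer (human) · Compound – single-point compound testing · Schedule – 5 min incubation before reading · Probe or stimulus – TAMRA-labelled myosin IIA heavy-chain peptide probe, 5 nM · Benchmarks – neutral control DMSO, positive control TFP · Medium – Calcium-containing HEPES buffer, pH 7.2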
# RAD52 anneal inh: RAD52 (human) annealing inhibition. P43351. recombinant RAD52 DNA annealing, FRET fluorescence. inhibition, % at 18.7 µM. hit rate 0.46% among 360,000;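 active = every replicate showing at least 50% inhibition; inconclusive = mean inhibition at least 50% but not in every replicate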
# Target sequence (P43351 whole entry, looked up): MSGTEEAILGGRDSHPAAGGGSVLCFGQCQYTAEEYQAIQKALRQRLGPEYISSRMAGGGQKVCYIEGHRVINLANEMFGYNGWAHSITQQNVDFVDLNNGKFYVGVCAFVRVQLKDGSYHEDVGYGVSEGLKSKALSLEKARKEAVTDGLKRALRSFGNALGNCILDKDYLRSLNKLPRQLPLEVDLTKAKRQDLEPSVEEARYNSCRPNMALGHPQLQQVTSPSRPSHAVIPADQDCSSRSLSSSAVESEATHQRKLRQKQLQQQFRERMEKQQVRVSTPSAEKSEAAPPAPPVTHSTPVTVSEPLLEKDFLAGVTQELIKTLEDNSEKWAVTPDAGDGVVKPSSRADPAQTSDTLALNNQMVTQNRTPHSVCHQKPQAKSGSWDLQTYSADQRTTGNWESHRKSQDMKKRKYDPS
# Numbers without * were called inactive; ? = inconclusive; nt = no result given.
1	O=C(Cc1c(F)cccc1Cl)NNC(=S)Nc1ccc(S(=O)(=O)Nc2ncccn2)cc1
2	C[C@@H]1CCCCO[C@H](CN(C)Cc2ccc(C(F)(F)F)cc2)[C@@H](C)CN([C@@H](C)CO)C(=O)c2cc(NS(=O)(=O)c3ccccc3)ccc2O1
3	O=C(Cc1ccc(Cl)cc1)N/N=C/c1ccncc1
4	COC(=O)C[C@@H]1CC[C@@H]2[C@H](COC[C@@H](O)CN2S(=O)(=O)c2ccc(F)cc2)O1
5	O=C(NCc1ccc(Cl)c(Cl)c1)c1cc(C2CCCCN2C(=O)c2cccs2)on1 (stereo unspecified)
6	CO[C@@H]1CN(C)C(=O)c2cc(NC(=O)c3cnccn3)ccc2OC[C@H](C)N(CC2CC2)C[C@@H]1C

screen / no.,1,2,3,4,5,6
RAD54 branch,-2,-6,-1,5,-2,nt
esBAF inh,-5,3,-1,2,-2,nt
XiGFP reactiv,0.2,0.1,0.2,-0.1,0.0,-0.1
ERAP1 HTS inh,3,-4,2,-2,-1,-1
ERp5 block,-1,8,3,3,-4,1
E-selectin induc,nt,0.1,nt,0.0,-0.2,0.0
S100A4 inh HTS,-26,-15,1,-3,1,7
RAD52 anneal inh,-14,24,-5,-2,-13,17

7	Cc1ccc(S(=O)(=O)N(C)/N=C/c2ccc(C(=O)O)cc2)cc1
8	Cc1cc[n+](CC(=O)c2ccccc2)c2ccccc12
9	Cc1cc(/C=C2\NC(=O)NC2=O)c(C)n1-c1cccnc1
10	CCCC#Cc1ccc2c(c1)O[C@@H](CN(C)C(=O)c1ccncc1)[C@H](C)CN([C@H](C)CO)S2(=O)=O
11	CCn1c(=N)n(CC(=O)c2ccc(Br)s2)c2ccccc21
12	COc1ccc(NC(=O)CCn2c(=S)[nH]c3ccccc3c2=O)cc1

screen / no.,7,8,9,10,11,12
RAD54 branch,-8,nt,-13,0,0,15
esBAF inh,2,nt,1,1,59*,-6
XiGFP reactiv,0.4,0.0,0.0,-1.4,0.1,0.0
ERAP1 HTS inh,0,4,2,-3,3,-4
ERp5 block,1,-3,1,6,10,0
E-selectin induc,-0.2,nt,nt,-0.2,4.4,nt
S100A4 inh HTS,6,-9,0,-4,3,-4
RAD52 anneal inh,-16,2,3,9,9,-29

13	CCOC(=O)N1CCC(NC(=O)Cn2nc(Cc3ccncc3)c3ccccc3c2=O)CC1
14	O=C(CC1C(=O)NCCN1Cc1cccc(F)c1F)NCCCC1CCCC1 (stereo unspecified)
15	CCCN(CCC)C(=O)c1cn(C)c2ccc(S(=O)(=O)N3CCCC3)cc2c1=O
16	CCc1ccccc1NC(=O)CNC(=O)c1cc(C2CC2)nc2c1cnn2C(C)C
17	O=c1sc(N2CCN(c3ccccc3F)CC2)nc2ccsc12
18	Fc1ccc(NC(=S)Nc2cccnc2)cc1Cl

screen / no.,13,14,15,16,17,18
RAD54 branch,-17,1,15,-6,-7,nt
esBAF inh,-11,-1,-1,0,69*,nt
XiGFP reactiv,0.0,0.0,0.1,0.8,0.0,-0.2
ERAP1 HTS inh,-6,1,-2,1,0,-6
ERp5 block,-2,9,5,3,0,3
E-selectin induc,nt,nt,nt,-0.6,2.0,nt
S100A4 inh HTS,1,-6,-1,-2,-17,-1
RAD52 anneal inh,-9,-29,-6,-7,-11,-9

19	C[C@@H]1CN([C@H](C)CO)C(=O)c2cc(Br)cnc2O[C@H]1CN(C)Cc1ccc2c(c1)OCO2
20	O=C(OCc1cn([C@@H]2C[C@H](c3ccccc3)N(Cc3cccs3)C[C@H]2O)nn1)c1ccccc1
21	COc1ccc(N(C(=O)c2ccco2)C(C(=O)NC2CCCC2)c2cccs2)c(OC)c1 (stereo unspecified)
22	C[C@@H]1CCCCO[C@H](CN(C)C(=O)Nc2ccc(F)cc2)[C@@H](C)CN([C@H](C)CO)C(=O)c2cc(NS(=O)(=O)c3ccc(F)cc3)ccc2O1
23	O=C(Nc1c(S(=O)(=O)c2ccc(Cl)cc2)csc1Br)c1ccccc1Cl
24	COc1ccc(/C=C2\SC(=S)N(CCCC(=O)Nc3ccc(O)cc3)C2=O)cc1

screen / no.,19,20,21,22,23,24
RAD54 branch,-5,6,-1,-5,-6,-9
esBAF inh,-1,-1,-6,-4,nt,-80
XiGFP reactiv,0.2,-0.1,-0.1,0.0,-0.1,-0.1
ERAP1 HTS inh,-1,1,-3,nt,6,-2
ERp5 block,0,0,1,nt,-4,3
E-selectin induc,0.1,0.1,0.0,-0.2,0.1,nt
S100A4 inh HTS,-3,-3,2,nt,3,0
RAD52 anneal inh,1,-8,-5,nt,-15,-20

# An excerpt of these results, tab-delimited.
entry	SMILES	RAD54 branch	esBAF inh	XiGFP reactiv	ERAP1 HTS inh	ERp5 block	E-selectin induc	S100A4 inh HTS	RAD52 anneal inh
13	CCOC(=O)N1CCC(NC(=O)Cn2nc(Cc3ccncc3)c3ccccc3c2=O)CC1	-17	-11	0.0	-6	-2	nt	1	-9
14	O=C(CC1C(=O)NCCN1Cc1cccc(F)c1F)NCCCC1CCCC1 (stereo unspecified)	1	-1	0.0	1	9	nt	-6	-29
15	CCCN(CCC)C(=O)c1cn(C)c2ccc(S(=O)(=O)N3CCCC3)cc2c1=O	15	-1	0.1	-2	5	nt	-1	-6
16	CCc1ccccc1NC(=O)CNC(=O)c1cc(C2CC2)nc2c1cnn2C(C)C	-6	0	0.8	1	3	-0.6	-2	-7
17	O=c1sc(N2CCN(c3ccccc3F)CC2)nc2ccsc12	-7	69*	0.0	0	0	2.0	-17	-11
18	Fc1ccc(NC(=S)Nc2cccnc2)cc1Cl	nt	nt	-0.2	-6	3	nt	-1	-9
19	C[C@@H]1CN([C@H](C)CO)C(=O)c2cc(Br)cnc2O[C@H]1CN(C)Cc1ccc2c(c1)OCO2	-5	-1	0.2	-1	0	0.1	-3	1
20	O=C(OCc1cn([C@@H]2C[C@H](c3ccccc3)N(Cc3cccs3)C[C@H]2O)nn1)c1ccccc1	6	-1	-0.1	1	0	0.1	-3	-8
21	COc1ccc(N(C(=O)c2ccco2)C(C(=O)NC2CCCC2)c2cccs2)c(OC)c1 (stereo unspecified)	-1	-6	-0.1	-3	1	0.0	2	-5
22	C[C@@H]1CCCCO[C@H](CN(C)C(=O)Nc2ccc(F)cc2)[C@@H](C)CN([C@H](C)CO)C(=O)c2cc(NS(=O)(=O)c3ccc(F)cc3)ccc2O1	-5	-4	0.0	nt	nt	-0.2	nt	nt
23	O=C(Nc1c(S(=O)(=O)c2ccc(Cl)cc2)csc1Br)c1ccccc1Cl	-6	nt	-0.1	6	-4	0.1	3	-15
24	COc1ccc(/C=C2\SC(=S)N(CCCC(=O)Nc3ccc(O)cc3)C2=O)cc1	-9	-80	-0.1	-2	3	nt	0	-20

# Remaining list, next part:
25	O=C(/C=C/c1ccc([N+](=O)[O-])cc1)NC1CC2CCC1C2 (stereo unspecified)
26	O=C(NCCc1ccccc1)NC(Cc1ccccc1)C(=O)O (stereo unspecified)
27	COc1ccc(C2SCC(=O)N2c2nnc(C34CC5CC(CC(C5)C3)C4)s2)cc1 (stereo unspecified)
28	COc1ccc(C2SCCN2S(=O)(=O)c2ccc(NC(C)=O)cc2)cc1OC (stereo unspecified)
29	CC(=O)c1cccc(Nc2nc(-c3sc(N)nc3C)cs2)c1
30	C[C@H]1CCCCO[C@H](CN(C)Cc2ccc(C(F)(F)F)cc2)[C@@H](C)CN([C@@H](C)CO)C(=O)c2cc(NS(=O)(=O)c3ccccc3)ccc2O1

screen / no.,25,26,27,28,29,30
RAD54 branch,nt,0,nt,8,-1,0
esBAF inh,nt,2,nt,-3,5,-3
XiGFP reactiv,0.0,-0.1,0.0,-0.1,0.0,0.4
ERAP1 HTS inh,3,1,-1,-3,0,-1
ERp5 block,-4,-11,1,1,1,-2
E-selectin induc,nt,2.5,nt,nt,nt,0.9
S100A4 inh HTS,-46,-3,-4,-3,-3,?
RAD52 anneal inh,-5,1,-14,-7,-13,11

31	O=C(CNC(=O)c1ccco1)NNC(=O)c1cccc(Cl)c1
32	O=C(Nc1ccc(F)c(Cl)c1)N1CCCCCC1
33	C[C@@H]1CN([C@H](C)CO)C(=O)Cc2cc(NC(=O)CCCCCC(=O)Nc3ccccc3N)ccc2O[C@@H]1CN(C)S(=O)(=O)c1cn(C)cn1
34	COc1ccc(C(=O)N2CCC(C)(C(=O)NS(=O)(=O)C3CC3)C2)cc1 (stereo unspecified)
35	C[C@H]1CN([C@@H](C)CO)C(=O)c2cccc(NC(=O)Nc3ccccc3)c2O[C@@H]1CN(C)CC1CC1
36	CC(C)C(=O)Nc1cccc(COc2cccc(CN(Cc3ccccc3)C(=O)OC(C)(C)C)c2)c1

screen / no.,31,32,33,34,35,36
RAD54 branch,7,-10,-4,-3,9,3
esBAF inh,2,21,-1,1,0,-10
XiGFP reactiv,-0.1,0.1,-1.3,0.0,-1.3,-0.2
ERAP1 HTS inh,-2,-2,-2,-1,0,-3
ERp5 block,-5,-3,-4,5,1,1
E-selectin induc,nt,nt,-0.1,-0.1,-0.7,nt
S100A4 inh HTS,-1,0,9,0,-1,5
RAD52 anneal inh,-10,4,-7,-19,0,-2

37	Cn1nc(-c2ccccc2)cc1NC(=O)c1ccccc1
38	COc1ccc(-c2ccc([C@@H]3[C@@H](CO)N4C(=O)CN(Cc5ccc(F)cc5)C[C@@H]34)cc2)cc1
39	CC(=O)Nc1ccc(C(=O)Nc2ccncc2)cc1
40	CCCCS(=O)(=O)N1CCCc2nc(-c3ccc(OC)cc3)ccc21
41	O=C(NCCO)c1cccc(-c2cccc3nccn23)c1
42	COc1ccccc1NC(=O)c1coc(=O)c(Br)c1

screen / no.,37,38,39,40,41,42
RAD54 branch,4,nt,3,nt,3,8
esBAF inh,11,nt,-6,nt,-2,?
XiGFP reactiv,-0.1,0.6,0.0,0.2,0.4,0.1
ERAP1 HTS inh,2,0,2,-3,-2,nt
ERp5 block,-2,2,-3,-4,3,1
E-selectin induc,0.4,-0.5,nt,0.6,0.2,nt
S100A4 inh HTS,37,-7,6,-2,8,5
RAD52 anneal inh,-5,-2,-23,-20,-11,-78

43	COc1ccc(-c2ccc3c(c2)[C@H]2[C@H](CCN2C(=O)Nc2ccccc2OC)[C@H](CO)N3C)cc1
44	CCOc1ccc(/C(C)=N\NC(=O)Cc2ccccc2)cc1
45	O=S(=O)(NCC1CCCN(Cc2ccccc2O)C1)c1cccc2cccnc12 (stereo unspecified)
46	CC(=O)Nc1ccc(NC(=O)c2ccc(COc3ccccc3)cc2)cc1
47	Cc1ccc([C@H]2C[C@H](O)[C@@H](n3cc(-c4ccc(F)cc4)nn3)CN2C(=O)C2CCCCC2)cc1
48	CCCNC(=O)C[C@H]1CC[C@@H]2[C@H](COC[C@H](O)CN2C(=O)c2cccnc2)O1

screen / no.,43,44,45,46,47,48
RAD54 branch,4,1,3,-3,nt,9
esBAF inh,-2,5,1,-6,-8,-1
XiGFP reactiv,0.3,0.0,-0.1,0.1,0.1,0.0
ERAP1 HTS inh,1,0,-2,4,-2,-2
ERp5 block,8,2,1,3,2,0
E-selectin induc,-0.4,nt,-0.2,nt,-0.1,0.0
S100A4 inh HTS,0,5,1,4,-2,-7
RAD52 anneal inh,21,0,-11,-8,11,-4
